BioA inh: inhibitors of Mycobacterium tuberculosis BioA enzyme | purified M. tuberculosis BioA enzyme, plate reader | inhibition, % at 9.99 µM | actives 0.096% (n = 360,000); in the data active means inhibition above about 40%; inconclusive means no clear call, values can overlap the other calls
FadD28 FP inh: inhibitors of Mycobacterium tuberculosis FadD28 bisubstrate binding. FadD28 bisubstrate probe binding, fluorescence polarization. inhibition, % at 12.5 µM. actives 0.22% (n = 360,000). AID 588549; in the data active means inhibition above about 8.5%, passing the limit was not always enough; inconclusive means no clear call, values can overlap the other calls
CCHF vOTU inh: CCHFV vOTU protease inhibition; Pep-AMC fluorescence; inhibition, % at 11.5 µM; actives 0.55% (n = 370,000); AID 651958; further: 0% = vehicle wells with enzyme and 100% = no enzyme wells
Mtb UGM inh: Mtb UDP-galactopyranose mutase inhibition. actives 0.06% (n = 320,000). inhibition, % at 10 µM. P9WIQ1. AID 504406. purified UGM, fluorescence polarization probe displacement; in the data active means inhibition above about 10%, passing the limit was not always enough; inconclusive means no clear call, values can overlap the other calls
Target sequence (P9WIQ1 whole entry, looked up): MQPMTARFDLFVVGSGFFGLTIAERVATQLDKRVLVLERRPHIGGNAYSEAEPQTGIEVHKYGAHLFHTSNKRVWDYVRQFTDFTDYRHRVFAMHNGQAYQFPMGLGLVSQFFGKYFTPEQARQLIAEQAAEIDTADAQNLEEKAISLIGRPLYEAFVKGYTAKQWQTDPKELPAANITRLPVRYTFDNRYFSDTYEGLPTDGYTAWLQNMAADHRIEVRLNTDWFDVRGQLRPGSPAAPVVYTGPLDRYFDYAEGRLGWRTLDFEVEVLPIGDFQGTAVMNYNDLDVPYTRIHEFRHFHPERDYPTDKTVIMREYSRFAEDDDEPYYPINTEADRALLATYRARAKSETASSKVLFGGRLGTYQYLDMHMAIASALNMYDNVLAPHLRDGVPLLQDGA
PrPC TRFRET: inhibitors of human cell surface prion protein PrPC; inhibition, % at 13.8 µM; AID 720596; TR-FRET read-out; actives 0.43% (n = 370,000); in the data active means inhibition above about 24%; further: 0% = median of the test wells and 100% = reference compound wells
FBA Mtb inh: inhibits M. tuberculosis FBA enzyme. P9WQA3. purified M. tuberculosis FBA, fluorescence read-out. inhibition, % at 1 µM. actives 2.3% (n = 360,000); in the data active means inhibition above about 27%;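 further: 0% = vehicle and 100% = reference inhibitor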
Target sequence (P9WQA3 whole entry, looked up): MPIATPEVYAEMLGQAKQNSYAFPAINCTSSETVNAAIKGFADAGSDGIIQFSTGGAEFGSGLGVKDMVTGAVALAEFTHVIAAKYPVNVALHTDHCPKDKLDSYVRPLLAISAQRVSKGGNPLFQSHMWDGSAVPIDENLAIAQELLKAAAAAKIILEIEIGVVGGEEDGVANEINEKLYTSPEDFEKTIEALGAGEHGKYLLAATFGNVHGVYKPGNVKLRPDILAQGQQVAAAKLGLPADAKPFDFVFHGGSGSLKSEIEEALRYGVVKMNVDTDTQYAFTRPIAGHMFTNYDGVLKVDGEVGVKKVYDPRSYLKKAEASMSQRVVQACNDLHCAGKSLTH
BoNT-A LC inh2: blocks Botulinum neurotoxin A light chain protease; inhibition, % at 10 µM; multiplex microsphere protease substrate cleavage, flow cytometry; AID 588499; actives 0.17% (n = 360,000); in the data active means inhibition above about 30%; inconclusive means no clear call, values can overlap the other calls; further: plate controls were buffer without enzyme for full effect and enzyme alone for no effect
BoNT F protease: BoNT F light chain protease inhibition | Multiplex microsphere protease cleavage assay, flow cytometry | inhibition, % at 10 µM | actives 0.22% (n = 360,000); in the data active means inhibition above about 35%, passing the limit was not always enough; inconclusive means no clear call, values can overlap the other calls; further: plate controls were buffer without enzyme for full effect and enzyme alone for no effect
GDH-TPI counter: inhibits GDH-TPI coupling enzymes, artifact for Mtb FBA screen. GDH-TPI coupled enzyme counterscreen, NADH absorbance. inhibition, % at 4.8 µM. actives 1.2% (n = 360,000). AID 588335;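 further: 0% = DMSO wells and 100% = wells lacking the enzyme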
* = called active by the depositor; ? = inconclusive; · = no result given. Unless noted, no stated cut-off is given here; in the data, active means inhibition above about 30%; inactive means the rest. Random draw from the library. About 4.8% of those tested had a hit in this group.

SMILES	BioA inh	FadD28 FP inh	CCHF vOTU inh	Mtb UGM inh	PrPC TRFRET	FBA Mtb inh	BoNT-A LC inh2	BoNT F protease	GDH-TPI counter
Cc1ccc(N=Cc2cccc(O)c2O)c(C)c1	1.6	-2.1	-1	3.1	0	-8	1.3	-7	8
CC(Cc1ccccc1)C(=O)N1CCN(C)CC1 (stereo not drawn)	3.3	0.7	-3	-0.3	-3	1	0.2	2	7
COc1ccc(-c2oc(=O)c3cc(OC)c(OC)cc3c2/C=C/c2ccc(F)cc2)cc1	-0.6	-4.3	0	0.1	-3	15	0.6	3	10
O=S(=O)(CCN1CCN(c2ccccn2)CC1)c1ccc(Cl)cc1Cl	1.3	-1.6	2	5.6	-6	0	-0.5	?	4
Cc1ccc(C(=O)N/N=C/c2ccc(-c3cccc(C(F)(F)F)c3)o2)cn1	-0.2	-1.5	2	2.1	14	4	1.3	13	25
CCOC(=O)C(=O)Nc1ccc(F)cc1	1.2	-2.0	-6	0.1	6	-2	-0.1	-5	2
Cc1ccccc1NC(=O)C1CCCN(c2ncnc3onc(-c4ccc(F)cc4)c23)C1 (stereo not drawn)	-0.7	-1.9	9	-1.5	2	-2	-1.3	1	3
COc1ccc(N2C(=O)c3ccccc3NC23CCCCC3)cc1	2.4	-5.0	-22	-0.5	6	37*	-0.1	7	-2
O=C(O)CSCC(=O)NCc1ccccc1Cl	·	0.0	-7	2.6	-6	0	-0.6	-6	6
O=C(NCc1cccnc1)C1CCC(c2ccc(Cl)cc2)CC1 (stereo not drawn)	·	-2.1	4	0.3	12	1	?	?	0
O=C(C#Cc1ccccc1)c1cccc([N+](=O)[O-])c1	-1.9	-1.6	-7	-0.3	3	-2	0.5	-4	-4
O=S(=O)(c1ccc(Oc2ccc(F)c(Cl)c2)nc1)N1CCOCC1	-0.1	-3.7	2	-2.0	-8	-5	-2.7	-3	-1
S=c1[nH]nc(-c2ccc(Cl)cc2)n1/N=C/c1ccco1	·	-4.2	-8	4.7	-8	5	0.4	-7	-9
N#Cc1nc(-c2cccc(Cl)c2)oc1NCc1cccnc1	14	3.1	-58	0.0	11	141*	-1.2	-7	13
CCOC(=O)c1sc(N2C(=O)C(O)=C(C(=O)c3ccco3)C2c2cccc([N+](=O)[O-])c2)nc1C (stereo not drawn)	3.4	-16	19	0.4	5	1	-4.6	-13	25
CSc1ccccc1NC(=O)CN(C)Cc1cc(=O)n2ccsc2n1	·	-0.4	-14	1.4	7	0	0.3	1	1
COc1ccc(C2(NC(C)=O)CCN(C(=O)c3cccs3)CC2)cc1	-0.1	-5.0	-4	-2.4	-3	-1	-0.6	2	-9
CC1(C)N=C(c2ccccc2)C(c2ccccc2)=N1	-1.9	-0.3	3	·	-2	-1	0.1	2	4
O=C(Nc1ccc(C(=O)O)cc1)/C(=C\c1ccco1)NC(=O)c1ccc(Br)o1	·	-0.2	8	0.7	0	0	-1.3	0	24
CCOc1ccc(S(=O)(=O)Nc2ccc(C(=O)NCc3ccncc3)cc2)cc1	3.2	-2.4	1	2.5	-3	3	-0.2	0	-7
CC(C)c1nnc(NC(=O)CCCCCN2C(=O)C3C4C=CC(C4)C3C2=O)s1 (stereo not drawn)	-0.9	-1.5	5	-1.0	-5	5	0.3	0	7
FCCCOc1ccc(CN2CCN(c3ccccc3F)CC2)cc1	0.1	-0.7	-4	2.4	-3	-2	-1.0	-2	-4
O=C(NN1CCOCC1)c1cccc(Cl)c1	-1.1	2.2	1	1.6	2	16	0.6	7	-8
Nc1nc(Nc2cccc(F)c2)nc2ccccc12	3.2	-3.1	-4	1.3	9	-5	2.3	-20	5
COc1ccc(CCNC(=O)c2cc(=O)[nH]c3ccc(Br)cc23)cc1OC	-0.7	0.0	-6	-0.7	3	0	-0.7	-3	13
Cc1ccc(-c2csc(C3C(N)=NC(S)=C(C#N)C34CCCCC4)n2)cc1 (stereo not drawn)	-2.8	0.1	-4	-2.5	-4	3	2.9	-7	15
O=[N+]([O-])c1cccc(-c2cc(-c3cc(Br)ccc3O)[nH]n2)c1	-0.7	-12	8	0.8	-24	-2	-1.7	3	8
COc1ccc(S(=O)(=O)NCCCCNS(=O)(=O)c2ccc(OC)cc2)cc1	-0.7	-1.8	-4	0.2	2	-1	-0.8	0	7
FC(F)(F)c1cccc(NC(=S)NCC(c2cccnc2)N2CCOCC2)c1 (stereo not drawn)	·	-4.9	-13	0.3	-7	1	0.7	2	-2
COc1ccc2[nH]c3c(=O)n4c(nc3c2c1)SCC4	·	0.8	-47	1.7	4	50*	-0.6	0	8
O=C(O)C1C2C=CC(C2)C1C(=O)Nc1cccc(F)c1 (stereo not drawn)	-3.5	-0.6	2	1.5	2	0	-1.3	-4	12
CCOC(=O)N/N=C(/c1ccccc1)C1CCCCC1	·	1.6	-2	-0.7	-3	4	-0.5	-7	-3
O=C(C1CC1)N1CCN(Cc2ccccc2)CC1	·	-2.8	-16	-2.4	7	0	·	·	9
Cc1ccc(NC2C(=O)NC(=O)NC2=O)cc1	-1.3	-0.7	15	·	1	3	-0.5	-3	3
Cc1cc(C)cc(OCC(=O)OCC(=O)Nc2cc(C)nn2-c2ccccc2)c1	1.3	-0.4	8	1.1	5	2	0.2	-5	-9
COc1cc(NS(=O)(=O)c2ccc(NC(=S)NC(=O)c3sc4ccccc4c3Cl)cc2)ncn1	0.4	-2.8	-4	2.7	13	0	-0.3	-7	16
COc1ccccc1NC(=O)Nc1c(C)nn(C)c1C	·	-2.3	-11	-2.0	16	2	0.3	-4	1
CCN(C(=O)COC(=O)COc1ccc(Cl)c(C)c1)C1CCS(=O)(=O)C1 (stereo not drawn)	-1.2	-4.0	-4	-0.2	0	-2	-9.8	-16	-7
Fc1cccc(/C=C2\CCCC3=C2NC(=S)NC3c2cccc(F)c2)c1 (stereo not drawn)	2.2	-4.3	18	-0.3	2	-1	0.7	?	-1
COc1ccc(N(Cc2ccccc2)N=O)cc1	-1.1	-2.7	7	-0.3	-13	5	1.6	3	-3
Nc1cc(=O)[nH]c(SCc2nc3ccccc3n2Cc2ccccc2)n1	1.4	-2.1	-10	0.2	2	2	-0.8	-9	6
Cc1cc(NC(=O)CSc2nnc(-c3ccccc3F)n2N)no1	4.4	-0.2	4	1.6	-3	2	-0.3	5	-6
N#Cc1c(NCCN)nc(NCc2ccccc2)c2c1CCN(Cc1ccccc1)C2	·	-2.0	·	·	·	5	3.7	-53	7
COc1ccc(OC)c(NC(=O)COC(=O)c2c(C)noc2C)c1	-0.8	0.4	-16	1.1	4	0	-0.3	-3	6
c1cncc(CNc2ncnc3ccc(-c4ccc5c(c4)OCCO5)cc23)c1	3.6	-9.1	-2	-2.0	-2	5	0.0	1	10
O=C(O)CNS(=O)(=O)Cc1ccccc1	0.1	-1.3	4	-0.1	-9	0	0.0	-14	6
CN1CCN(c2nc(-c3ccc(Cl)cc3)nc3ccccc23)CC1	-0.2	·	0	·	-1	2	0.8	0	4
COc1ccc(NC(=S)N(CCN(C)C)C(C)c2ccncc2)cc1Cl (stereo not drawn)	1.5	-4.6	1	1.8	-4	-2	-0.2	-3	-5
COc1ccc(CCNC(=O)C(=O)NCC2CCNCC2)cc1OC	-0.4	-0.6	-14	-0.9	9	0	?	?	1
Cc1ccc(C(=O)NCC(=O)OCn2nnc3ccccc3c2=O)cc1	0.7	-1.2	-4	-2.1	-1	-1	·	·	-13
Cc1ccnc(NS(=O)(=O)Cc2ccccc2)c1	1.2	-2.6	-9	1.0	12	44*	-0.6	2	-4
COc1ccc(/C=C/C(=O)OCC(=O)NCc2cccs2)cc1OC	0.1	-1.1	8	0.6	-1	5	-0.5	-3	16
CCN1C(=O)[C@H]2[C@@H](c3ccc(-c4ccccc4)cc3)N[C@@](Cc3ccccc3)(C(=O)OC)[C@H]2C1=O	-2.4	-0.1	-7	-0.9	0	5	-0.2	-8	13
O=[N+]([O-])c1ccc2c(c1)C(=NO)c1cc(Cl)c(Cl)cc1-2	·	-4.5	-5	·	1	-4	0.7	-8	16
O=C(NCCc1ccccc1Cl)C1CCC(=O)N(CC2CCCCC2)C1 (stereo not drawn)	0.8	-0.7	5	3.6	-3	-1	1.3	-1	3
Cc1ccc(CN(C)C(=O)c2ccc(NS(=O)(=O)c3ccc4[nH]c(=O)[nH]c4c3)cc2)cc1	1.4	-4.0	0	1.0	-2	-1	0.6	-3	-10
CCOc1cccc(C(=O)NC(c2ccccc2)C(C)C)c1 (stereo not drawn)	0.8	-2.1	-11	-0.6	7	2	-0.8	1	12
Clc1ncc2[nH]cnc2n1	·	-0.2	-1	0.4	-1	0	0.7	8	9
CC(=O)Nc1cccc(NS(=O)(=O)c2ccccc2[N+](=O)[O-])c1	·	-1.1	-14	1.2	5	1	-1.3	0	8
COC(=O)c1ccc(CN2CCCC(C(=O)Nc3cccc(-n4cccn4)c3)C2)cc1 (stereo not drawn)	-1.3	-1.6	0	-3.3	-2	3	-3.5	-3	8

The results go on:
SMILES	BioA inh	FadD28 FP inh	CCHF vOTU inh	Mtb UGM inh	PrPC TRFRET	FBA Mtb inh	BoNT-A LC inh2	BoNT F protease	GDH-TPI counter
CCOc1ccccc1N(C)S(=O)(=O)c1ccc2c(c1)CCN2C(=O)CCC(=O)O	-1.1	-0.4	11	-1.0	-3	6	-2.6	3	-1
CN1CC(=O)N(CC(=O)Nc2ccc(SC(F)F)cc2)C1=O	·	-2.5	-11	-0.1	-6	6	-0.4	0	5
Cc1cc2c3c(c1C)C1(C(=O)N3C(C)(C)CC2C)C(C#N)=C(N)OC2=C1C(=O)CC(C)(C)C2 (stereo not drawn)	0.3	0.9	-16	-4.0	-5	1	3.3	19	3
Cc1ccc(S(=O)(=O)NN=C2CCN(Cc3ccccc3)CC2)cc1	0.0	-1.7	-23	-1.3	11	2	-0.2	-4	2
COCCNS(=O)(=O)c1ccc(C)c(C)c1C	·	-3.0	-2	0.0	0	3	-0.4	-4	-9
CC(=O)Nc1c(Cl)cc(Cl)c2c1Cc1cc(Cl)ccc1-2	0.4	-0.6	-1	·	-1	-2	0.6	11	5
CCCc1cc(C(F)(F)F)c(C#N)c(=O)[nH]1	-0.9	-2.7	-170	0.5	-6	156*	-0.6	?	11
CCCCNC(=O)c1ccc2nc(-c3ccco3)c(-c3ccco3)nc2c1	0.4	?	48*	-1.7	-9	0	2.8	-2	-2
O=C(CNC(=O)c1ccccc1Br)N/N=C/c1cccnc1	0.1	0.5	10	-1.7	-3	-5	1.3	-4	-5
Cc1ccc(/C=N/NC(=O)COc2ccc(Cl)c(C)c2)o1	-0.5	-2.8	-4	2.3	2	-1	-3.3	17	5
Cc1nc(-c2ccc(Cl)cc2)sc1C(=O)CBr	·	-2.2	14	-0.9	3	-1	1.8	0	23
CCOC(=O)/C=C/[C@H]1CC(c2ccccc2)(c2ccccc2)CO1	-0.9	-4.1	-20	1.5	8	-1	-0.2	-1	2

High-throughput results (PubChem BioAssay)
